Rtt109 HAT inh = blocks Candida albicans Rtt109/Vps75 acetyltransferase activity | Q5AAJ8 | purified Rtt109/Vps75, ThioGlo CoA-SH fluorescence, 4 h | inhibition, % at 34.9 µM | 330,000 tested, 0.16% active | AID 540336;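 active means inhibition of at least 50% in every replicate; inconclusive means best replicate reaches 50% inhibition but some replicates fall short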
SR-BI HDL uptake = blocks mouse SR-BI lipid uptake from DiI-HDL; inhibition, % at 12.5 µM; Q61009; 320,000 tested, 0.96% active; ldlA[mSR-BI] CHO cells, DiI-HDL uptake fluorescence, 3 h;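 active means mean replicate inhibition of at least 70% and a set share of replicates each scoring 70 or more; inconclusive means meets just one of the two criteria; inactive means fails both criteria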;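 further: 0% = median of neutral control wells and 100% = median of positive control wells; values of inactives mirror those of a sister screen read the other way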
PvdQ acylase = P. aeruginosa PvdQ acylase inhibition. inhibition, % at 10 µM. 340,000 tested, 0.063% active. purified PvdQ acylase, fluorescence plate reader. AID 488965; in the data active means inhibition above about 30%, passing the limit was not always enough; inconclusive means no clear call, values can overlap the other calls;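 further: 0% = vehicle neutral wells and 100% = reference inhibitor wells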
SR-BI DiI-HDL act = SR-BI HDL lipid transfer activation; CHO ldlA[mSR-BI] cells, DiI-HDL uptake fluorescence, 3 h; 100 = double the neutral-control signal; activation, % at 12.5 µM; 320,000 tested, 0.096% active; AID 504775;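 active means mean replicate activation of at least 60% and every replicate at or above 60%; inconclusive means mean or all-replicate condition met, but not both; inactive means mean below 60% and not all replicates reaching 60%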;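 further: 0% = median plate neutral-control signal and 100% = twice that signal; values of inactives mirror those of a sister screen read the other way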
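Test system: SR-BI-overexpressing, LDLR-lacking CHO cells. Measured by: DiI fluorescence, bottom read. Medium: Ham's F12 with 0.5% BSA, HEPES 25 mM, pH 7.4. Timing: 3 h uptake period with compound, 37 °C.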
HTR5A ag = counter-screen for OPRM1-OPRD1 agonists: human HTR5A agonism; 340,000 tested, 0.61% active; AID 504692; HTR5A agonist assay, luminescence, cell-based; P47898; activation, % at 9.3 µM; in the data active means activation mostly above about 9.5%, no sharp cut-off; inactive means mostly below about 7.6%;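 further: 0% = cells with vehicle only and 100% = reference agonist; strong numbers were not always called active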
Target sequence (P47898 whole entry, looked up): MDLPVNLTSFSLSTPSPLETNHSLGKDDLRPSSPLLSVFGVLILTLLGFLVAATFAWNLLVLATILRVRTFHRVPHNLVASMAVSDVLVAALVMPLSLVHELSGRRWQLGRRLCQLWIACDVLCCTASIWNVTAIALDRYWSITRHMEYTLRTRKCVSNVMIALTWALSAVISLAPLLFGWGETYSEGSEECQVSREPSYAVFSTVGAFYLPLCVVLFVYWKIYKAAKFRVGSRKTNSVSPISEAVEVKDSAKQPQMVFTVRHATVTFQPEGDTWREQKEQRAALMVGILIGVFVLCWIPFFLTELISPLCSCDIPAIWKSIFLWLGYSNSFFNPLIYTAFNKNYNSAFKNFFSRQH
CDK5 p35 inh = inhibitors of human CDK5/p35 kinase. Q00535+Q15078. Recombinant CDK5/p35, ADP-Glo luminescence, 60 min. inhibition, % at 10 µM. 330,000 tested, 0.01% active. AID 488839;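 active means highest replicate inhibition of at least 50% and at least 75% of replicates reaching 50%; inconclusive means only one of the two criteria met; inactive means both criteria failed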;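 further: plate controls were DMSO neutral control for no effect and GW8510 at 10 µM for full effect; many of its hits are not listed in these tables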
Target sequence (Q00535 whole entry, looked up): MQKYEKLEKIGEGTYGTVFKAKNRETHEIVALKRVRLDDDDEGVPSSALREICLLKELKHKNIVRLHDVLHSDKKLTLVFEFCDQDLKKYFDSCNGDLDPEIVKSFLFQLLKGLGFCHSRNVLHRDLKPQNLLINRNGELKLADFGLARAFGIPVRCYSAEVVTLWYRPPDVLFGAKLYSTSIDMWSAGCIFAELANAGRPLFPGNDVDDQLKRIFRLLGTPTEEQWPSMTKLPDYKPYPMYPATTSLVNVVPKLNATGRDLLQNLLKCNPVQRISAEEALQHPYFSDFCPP
Target sequence (Q15078 whole entry, looked up): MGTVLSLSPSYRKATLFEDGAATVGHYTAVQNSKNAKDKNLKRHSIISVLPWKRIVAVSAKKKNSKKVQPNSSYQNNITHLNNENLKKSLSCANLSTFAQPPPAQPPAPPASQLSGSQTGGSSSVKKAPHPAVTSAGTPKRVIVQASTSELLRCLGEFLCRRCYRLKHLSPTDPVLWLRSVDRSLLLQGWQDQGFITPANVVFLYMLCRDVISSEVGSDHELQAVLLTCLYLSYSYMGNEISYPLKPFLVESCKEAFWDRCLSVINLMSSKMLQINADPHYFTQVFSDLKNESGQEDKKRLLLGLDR
MITF TRPM1 HTS = MITF TRPM1 promoter activation in melanoma cells. SK-MEL-5 TRPM1-promoter luciferase, 24 h; % of positive control, neutral wells = 0. activation, % at 12.5 µM. AID 588334. 300,000 tested, 0.75% active;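 active means mean activation of at least 80% with every replicate also reaching 80%; inconclusive means mean reaches 80% but some replicate falls short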;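 further: 0% = neutral control wells and 100% = parthenolide positive control wells; values of inactives mirror those of a sister screen read the other way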
dFosB activator = activators of mouse delta FosB homodimer; AID 493131; activation, % at 25 µM; P13346; purified delta FosB, TAMRA-CDK5 oligo fluorescence polarization; percent of positive-control signal above neutral wells; 340,000 tested, 0.99% active;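 active means mean activation above about 17%, with every replicate also reaching it, limit read from the data, passing the limit was not always enough; inconclusive means only one of the two conditions met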;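 further: fluorescence polarization rise as delta FosB binds a TAMRA Cdk5 AP-1 oligo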
RTF Ca sens act = cardiac RTF calcium sensitization. P19429+P45379. IANBD-labeled TnC RTF fluorescence at EC20 calcium; 0% EC20 calcium, 100% full calcium. activation, % at 7.2 µM. 340,000 tested, 0.24% active. AID 493008;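 active means activation above the mean over all tested compounds plus 3 SD, cut at about 30% in these data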;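 further: rise in fluorescence read as greater calcium sensitivity of cardiac thin filaments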
Wnt bcat act = activators of Wnt/beta-catenin signaling | Wnt/beta-catenin reporter cell assay, activator, plate reader | activation, % at 9.35 µM | 300,000 tested, 1.2% active | AID 743398; in the data active means activation above about 30%, passing the limit was not always enough; inconclusive means no clear call, values can overlap the other calls;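 further: 0% = neutral control wells and 100% = positive control wells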
Active calls of the source: *.

Screening COc1ccccc1CCC(=O)OC(C)C(=O)Nc1c(C)n(C)n(-c2ccccc2)c1=O (stereo not given) returned Rtt109 HAT inh 5, SR-BI HDL uptake 6, PvdQ acylase -9, SR-BI DiI-HDL act -6, HTR5A ag 7, CDK5 p35 inh -1.1, MITF TRPM1 HTS 14, dFosB activator -1, RTF Ca sens act -3 and Wnt bcat act 1.
Screening Cc1cccc(N(CC(=O)NCCSc2ccccn2)S(=O)(=O)c2ccccc2)c1 returned Rtt109 HAT inh -1, SR-BI HDL uptake 16, PvdQ acylase -6, SR-BI DiI-HDL act -16, HTR5A ag 6, CDK5 p35 inh 0.1, MITF TRPM1 HTS 5, dFosB activator -3, RTF Ca sens act 2 and Wnt bcat act -19.
For COc1ccccc1/C=C1\SC(=S)N(NS(=O)(=O)c2ccc(C)cc2)C1=O the results were Rtt109 HAT inh 4, SR-BI HDL uptake -33, PvdQ acylase -11, SR-BI DiI-HDL act 33, HTR5A ag -2, CDK5 p35 inh -2.9, dFosB activator -2, RTF Ca sens act -7 and Wnt bcat act -2.
O=C(CNc1cccc(F)c1)N1CCc2ccccc2C1 was read as Rtt109 HAT inh -8, SR-BI HDL uptake -24, PvdQ acylase -1, SR-BI DiI-HDL act 24, HTR5A ag 3, CDK5 p35 inh -0.8, MITF TRPM1 HTS inconclusive, dFosB activator 1, RTF Ca sens act -6 and Wnt bcat act 36*.
CCS(=O)(=O)c1ccc2oc(SCC(=O)N3CCCCC3)nc2c1 was read as Rtt109 HAT inh -2, SR-BI HDL uptake -7, PvdQ acylase -13, SR-BI DiI-HDL act 7, HTR5A ag 0, CDK5 p35 inh 0.0, MITF TRPM1 HTS -5, dFosB activator -1, RTF Ca sens act 5 and Wnt bcat act 0.
For C/C(CC(=O)Nc1ccc(F)cc1)=N\NC(=O)COc1ccccc1 the results were Rtt109 HAT inh -2, PvdQ acylase -6, HTR5A ag -2, CDK5 p35 inh 0.7, MITF TRPM1 HTS 1, dFosB activator 0 and RTF Ca sens act 1.
For CN1CCC(N(C)S(=O)(=O)c2ccc(NC(=O)COc3ccc(F)cc3Cl)cc2)CC1 the results were Rtt109 HAT inh 0, SR-BI HDL uptake 11, PvdQ acylase -11, SR-BI DiI-HDL act -11, HTR5A ag 0, CDK5 p35 inh 0.0, MITF TRPM1 HTS -4, dFosB activator -4, RTF Ca sens act 0 and Wnt bcat act 16.
CN(C)c1cccc2c1C(=O)c1ccccc1C2=O was read as Rtt109 HAT inh 4, SR-BI HDL uptake 35, PvdQ acylase -2, SR-BI DiI-HDL act -35, HTR5A ag -3, CDK5 p35 inh 3.5, MITF TRPM1 HTS -4, dFosB activator 1, RTF Ca sens act 1 and Wnt bcat act -2.
For CCc1c(C)nc(SCC(=O)NC2CCCC2)[nH]c1=O the results were Rtt109 HAT inh -4, PvdQ acylase -10, HTR5A ag -3, CDK5 p35 inh -1.1, MITF TRPM1 HTS -2, dFosB activator 0, RTF Ca sens act -5 and Wnt bcat act 2.
`CCN1CCN(C(=O)CN(c2ccc(C)cc2)S(C)(=O)=O)CC1` gave Rtt109 HAT inh 7, SR-BI HDL uptake -22, PvdQ acylase 10, SR-BI DiI-HDL act 22, HTR5A ag 2, CDK5 p35 inh 2.7, MITF TRPM1 HTS -7, dFosB activator 1 and RTF Ca sens act -3.
`CN(c1ccccc1)S(=O)(=O)c1ccc(NC(=S)NC(=O)c2ccccc2)cc1` gave Rtt109 HAT inh 4, SR-BI HDL uptake 1, PvdQ acylase 9, SR-BI DiI-HDL act -1, HTR5A ag -2, CDK5 p35 inh 4.7, MITF TRPM1 HTS -1, dFosB activator 1, RTF Ca sens act -1 and Wnt bcat act 0.
`C=CCN([C@@H](CC(C)C)C(=O)OC)S(=O)(=O)N(CC=C)[C@@H](CC(C)C)C(=O)OC` gave Rtt109 HAT inh 2, SR-BI HDL uptake -11, PvdQ acylase -12, SR-BI DiI-HDL act 11, HTR5A ag 3, CDK5 p35 inh 1.8, MITF TRPM1 HTS -3, dFosB activator -6, RTF Ca sens act 2 and Wnt bcat act -6.
For COc1ccccc1N1C(=O)CC(N(O)c2ccccc2)C1=O (stereo not given) the results were Rtt109 HAT inh 4, SR-BI HDL uptake -23, PvdQ acylase -11, SR-BI DiI-HDL act 23, HTR5A ag 2, CDK5 p35 inh -0.9, MITF TRPM1 HTS -5, dFosB activator -5, RTF Ca sens act 3 and Wnt bcat act 0.
CSc1nc2ccccc2cc1/C=C(\C#N)c1cccc(C)c1 was read as Rtt109 HAT inh 1, SR-BI HDL uptake 17, PvdQ acylase 1, SR-BI DiI-HDL act -17, HTR5A ag -4, CDK5 p35 inh -1.8, dFosB activator -4, RTF Ca sens act 1 and Wnt bcat act -2.
`CCOC(=O)c1ccc(CNCc2ccc(Br)cc2)cc1` gave Rtt109 HAT inh 8, SR-BI HDL uptake 12, PvdQ acylase 22, SR-BI DiI-HDL act -12, HTR5A ag -3, CDK5 p35 inh 1.4, MITF TRPM1 HTS -1, dFosB activator -6 and RTF Ca sens act -3.
`COc1ccc(NC(=O)C2CCN(S(=O)(=O)c3ccc4[nH]c(=O)oc4c3)CC2)c(OC)c1` gave Rtt109 HAT inh 4, SR-BI HDL uptake 4, PvdQ acylase -18, SR-BI DiI-HDL act -4, HTR5A ag -2, CDK5 p35 inh 1.0, MITF TRPM1 HTS 10, dFosB activator 2 and RTF Ca sens act -2.
Cc1nc([N+](=O)[O-])c(Br)n1CC(=O)c1ccccc1 was read as Rtt109 HAT inh -2, SR-BI HDL uptake -10, PvdQ acylase -20, SR-BI DiI-HDL act 10, HTR5A ag -1, CDK5 p35 inh 1.5, MITF TRPM1 HTS 3, dFosB activator -3 and RTF Ca sens act -1.
For Cc1ccc(Nc2nnc(SCC(=O)NC3CC3)s2)cc1 the results were Rtt109 HAT inh -8, SR-BI HDL uptake -2, PvdQ acylase -7, SR-BI DiI-HDL act 2, HTR5A ag 0, CDK5 p35 inh -0.8, dFosB activator 0, RTF Ca sens act -1 and Wnt bcat act 4.
For COc1ccc(NS(=O)(=O)c2cccc(C(=O)O)c2)cc1S(=O)(=O)N1CCCCC1 the results were Rtt109 HAT inh 15, SR-BI HDL uptake -11, PvdQ acylase 12, SR-BI DiI-HDL act 11, HTR5A ag 3, CDK5 p35 inh 0.1, MITF TRPM1 HTS 7, dFosB activator 3, RTF Ca sens act -4 and Wnt bcat act -1.
Cc1ccc(CNC(=O)c2ccc(C#CC(C)(C)O)s2)cc1 was read as Rtt109 HAT inh -3, SR-BI HDL uptake -19, PvdQ acylase -15, SR-BI DiI-HDL act 19, HTR5A ag 2, CDK5 p35 inh 4.0, MITF TRPM1 HTS -8, dFosB activator -20, RTF Ca sens act 5 and Wnt bcat act 1.
Screening CC1CN(C(=O)c2ccccc2Nc2ccc(SC(F)F)cc2)CC(C)O1 (stereo not given) returned Rtt109 HAT inh -8, SR-BI HDL uptake -7, PvdQ acylase -13, SR-BI DiI-HDL act 7, HTR5A ag -3, CDK5 p35 inh 1.5, MITF TRPM1 HTS 6, dFosB activator -9, RTF Ca sens act 3 and Wnt bcat act -1.
Screening CCN1CCN(S(=O)(=O)c2ccc(Cl)c(C(=O)Nc3ccccc3N3CCCC3)c2)CC1 returned Rtt109 HAT inh 5, SR-BI HDL uptake 18, PvdQ acylase -10, SR-BI DiI-HDL act -18, HTR5A ag 4, CDK5 p35 inh 0.0, MITF TRPM1 HTS -2, dFosB activator -14, RTF Ca sens act 0 and Wnt bcat act -2.
For Cc1ccc(OCCn2cc(C#N)c3ccccc32)cc1 the results were Rtt109 HAT inh -8, SR-BI HDL uptake 21, PvdQ acylase 0, SR-BI DiI-HDL act -21, HTR5A ag -5, CDK5 p35 inh 0.4, MITF TRPM1 HTS 1, dFosB activator -3 and RTF Ca sens act -12.
Screening CCN(c1ccccc1)S(=O)(=O)c1ccc(OC)c(NC(=O)c2cc(F)c(F)c(F)c2F)c1 returned Rtt109 HAT inh -7, SR-BI HDL uptake 28, PvdQ acylase 1, SR-BI DiI-HDL act -28, HTR5A ag 1, CDK5 p35 inh 1.1, MITF TRPM1 HTS -8, dFosB activator 9, RTF Ca sens act -2 and Wnt bcat act -3.
Screening O=C(c1ccc(F)cc1)N(Cc1cccs1)C1CCS(=O)(=O)C1 (stereo not given) returned Rtt109 HAT inh 2, SR-BI HDL uptake -6, PvdQ acylase -3, SR-BI DiI-HDL act 6, HTR5A ag 0, MITF TRPM1 HTS 9, dFosB activator 0, RTF Ca sens act 1 and Wnt bcat act -2.
COc1ccccc1NC(=O)NNC(=O)C(C)Oc1ccc2ccccc2c1 (stereo not given) was read as Rtt109 HAT inh 1, SR-BI HDL uptake -8, PvdQ acylase -4, SR-BI DiI-HDL act 8, HTR5A ag -5, CDK5 p35 inh -0.2, MITF TRPM1 HTS 1, dFosB activator -10, RTF Ca sens act -5 and Wnt bcat act 0.
`CN(C)C(C)(C)C#CC(O)(c1ccccc1)c1ccccc1` gave Rtt109 HAT inh -2, SR-BI HDL uptake -27, PvdQ acylase -5, SR-BI DiI-HDL act 27, HTR5A ag -5, CDK5 p35 inh 0.2, MITF TRPM1 HTS 6, dFosB activator -5, RTF Ca sens act 0 and Wnt bcat act -1.
CCc1cc2c(COC(=O)c3cccc(S(C)(=O)=O)c3)cc(=O)oc2cc1O was read as Rtt109 HAT inh 14, PvdQ acylase -4, HTR5A ag 5, CDK5 p35 inh -1.2, MITF TRPM1 HTS -2, dFosB activator -12, RTF Ca sens act -4 and Wnt bcat act -2.
Cc1cccc(NC(=O)COC(=O)c2ccccc2SCC(=O)N2CCCC2)c1 was read as Rtt109 HAT inh 4, SR-BI HDL uptake 12, PvdQ acylase -12, SR-BI DiI-HDL act -12, HTR5A ag 3, CDK5 p35 inh 0.8, MITF TRPM1 HTS 2, dFosB activator -7, RTF Ca sens act 1 and Wnt bcat act 1.
`O=P(O)(O)c1ccccc1OCCOCCOc1ccccc1P(=O)(O)O` gave SR-BI HDL uptake -41, PvdQ acylase 2, SR-BI DiI-HDL act 41, HTR5A ag 1, CDK5 p35 inh 3.2, MITF TRPM1 HTS 7, dFosB activator -5 and RTF Ca sens act -3.
Screening Fc1ccccc1C1c2[nH]c3ccccc3c2CCN1Cc1ccoc1 (stereo not given) returned SR-BI HDL uptake 10, PvdQ acylase 4, SR-BI DiI-HDL act -10, HTR5A ag 3, CDK5 p35 inh 1.4, MITF TRPM1 HTS -22, dFosB activator -3, RTF Ca sens act -5 and Wnt bcat act -1.
`O=C(NC1CCCc2ccccc21)C1CCN(S(=O)(=O)N2CCCCCC2)CC1` (stereo not given) gave Rtt109 HAT inh -4, SR-BI HDL uptake 52, PvdQ acylase -23, SR-BI DiI-HDL act -52, HTR5A ag 2, CDK5 p35 inh -0.5, MITF TRPM1 HTS -15, dFosB activator -13 and RTF Ca sens act 10.
CC(=O)Nc1cccc(C(=O)OCC(=O)NC(=O)Cc2ccccc2)c1 was read as Rtt109 HAT inh -5, SR-BI HDL uptake -17, PvdQ acylase -20, SR-BI DiI-HDL act 17, HTR5A ag 2, CDK5 p35 inh 2.8, MITF TRPM1 HTS -1, dFosB activator 0, RTF Ca sens act 11 and Wnt bcat act 1.
